Bioassay records from PubChem.
A350 autofl: compound fluoresces in the Alexa 350 spectral region; max dye-equivalent concentration, M; Compound autofluorescence, 340/450 nm, Alexa 350 dye-equivalents; active compounds read high; actives 11% (n = 59,000); AID 590; in the data active = max dye-equivalent concentration above about 10 nM; inconclusive = mostly about 1.1 nM to 9.6 nM
BRCT PPI green: blocks human BRCA1 BRCT binding to phosphopeptide, green readout; BRCA1 BRCT-phosphopeptide binding, green fluorescence polarization; Potency, µM (highest dose often 76.9 µM), inactives show top-dose activity change, negative = inhibition, usual class: inhibitors; actives 0.05% (n = 75,000); P38398; AID 875;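 also: potency is read from the fitted curve at half-maximal effect; plate controls were peptide without protein for full effect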
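Fluorescence polarization: His-tagged BRCT (~35 kDa BRCA1 C-terminus, 250 nM) bound to 100 nM fluorescein-labeled phosphorylated 10-aa BACH1 peptide, pH 7.3 phosphate buffer with DTT and Tween 20. Compounds incubated 12 min at room temperature; inhibition read as lowered polarization.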
BRCT inh red: disrupts BRCA1 BRCT binding to phosphoprotein, red fluorophore readout; Potency, µM (top dose mostly 76.9 µM), for inactives: at the top dose activity change, negative = inhibition, actives largely listed as inhibitors; BRCT-phosphopeptide binding, red fluorescence polarization; actives 0.03% (n = 75,000); AID 892; also: % is scaled to controls: 0 for no effect and ±100 for the full control effect
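Fluorescence polarization: 100 nM His-tagged BRCA1 BRCT with 100 nM TAMRA-labelled phospho-BACH1 decapeptide, phosphate buffer pH 7.3 with 150 mM NaCl, DTT, 0.01% Tween 20; 12 min RT. Binding inhibition seen as FP decrease.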
UbGFP stabilizer: inhibits proteasome, raising ubiquitin-GFP reporter fluorescence | Ubiquitin-GFP reporter cells, proteasome inhibition, GFP fluorescence; response scale: untreated = 0%, 10 µM MG-132 = 100% | Potency, µM (top dose mostly 45.9 µM), inactives show at the highest dose activation (GFP accumulation), most hits filed as activators | 67,000 tested, under 10 active | AID 526; active = well fitted activation curve with a large enough effect, not every such curve was filed as active; inconclusive = small, poorly fitted or top-dose-only effect, or another doubt; inactive = no such curve, though single readings can be large or run the other way; also: potency is read from the fitted curve at half-maximal effect
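Proteasome blockade was scored as a rise in GFP-expressing U2OS cells carrying a ubiquitin(G76V)-GFP construct, imaged after 4 hr compound treatment at 37 °C across a 46 uM–2.9 nM series.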
USP2a inhib: inhibitors of human ubiquitin-specific protease USP2a; O75604; USP2a enzymatic assay, qHTS inhibition; Potency, µM (series often up to 38.3 µM), for inactives: at the highest dose activity change, negative = inhibition, usual class: inhibitors; actives 0.1% (n = 60,000); AID 927;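 also: potency is read from the fitted curve at half-maximal effect; nearly all actives have a fitted effect of over 60% in size; plate controls were DMSO for no effect and NEM full inhibition control for full effect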
Target sequence (O75604 whole entry, looked up): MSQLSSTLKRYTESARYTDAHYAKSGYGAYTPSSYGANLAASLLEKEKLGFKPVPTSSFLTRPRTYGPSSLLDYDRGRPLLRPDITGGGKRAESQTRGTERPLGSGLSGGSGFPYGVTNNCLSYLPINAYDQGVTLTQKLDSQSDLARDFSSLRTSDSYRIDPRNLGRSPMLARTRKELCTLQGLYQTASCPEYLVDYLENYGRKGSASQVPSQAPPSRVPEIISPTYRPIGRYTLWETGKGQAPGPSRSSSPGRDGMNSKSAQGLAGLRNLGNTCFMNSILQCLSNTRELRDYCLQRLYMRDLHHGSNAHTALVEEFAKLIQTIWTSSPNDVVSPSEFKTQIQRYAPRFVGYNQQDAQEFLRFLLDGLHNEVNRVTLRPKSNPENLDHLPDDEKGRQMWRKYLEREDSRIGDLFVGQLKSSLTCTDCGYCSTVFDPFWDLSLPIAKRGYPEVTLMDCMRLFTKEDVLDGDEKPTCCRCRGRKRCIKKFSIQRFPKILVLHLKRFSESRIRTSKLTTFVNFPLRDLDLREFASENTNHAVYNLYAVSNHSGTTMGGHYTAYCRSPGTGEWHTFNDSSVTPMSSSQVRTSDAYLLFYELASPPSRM
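Coupled readout: USP2-cleaved Ub-PLA2 (20nM final) turns over NBD C6-HPC (20uM final), Ex 460nm/Em 535nm after 2.5 h, time-zero read flagging artifacts. Enzyme (20nM final, pH 8.0 Tris) given 30 min RT with compound first; NEM defines full inhibition.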
Caspase-7 inhib: blocks human caspase-7 allosterically or competitively. P55210. recombinant caspase-7, Ac-DEVD-AFC fluorescence rate. Potency, µM (top dose mostly 57.5 µM), for inactives: at the highest dose activity change, negative = inhibition, usual class: inhibitors. actives 0.02% (n = 75,000); active = well fitted inhibition curve with a large enough effect in the main read-out, with a control signal flat, not every such curve was filed as active; inconclusive = small, poorly fitted or top-dose-only effect, or a change in a side signal; also: potency is read from the fitted curve at half-maximal effect; % of control where 0% means no effect
Target sequence (P55210 24-198 limits assumed): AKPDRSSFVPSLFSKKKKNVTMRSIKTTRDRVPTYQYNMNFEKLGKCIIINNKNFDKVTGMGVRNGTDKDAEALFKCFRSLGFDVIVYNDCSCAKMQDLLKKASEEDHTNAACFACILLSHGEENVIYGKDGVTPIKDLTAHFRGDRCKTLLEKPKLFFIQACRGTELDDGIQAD
Target sequence (P55210 207-303 limits assumed): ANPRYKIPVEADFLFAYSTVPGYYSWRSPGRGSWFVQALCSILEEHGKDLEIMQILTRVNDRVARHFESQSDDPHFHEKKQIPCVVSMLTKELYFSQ
Fluorescein autfl: compound fluoresces in the fluorescein spectral region | Compound autofluorescence, 480/540 nm, fluorescein-equivalent; active compounds read high | max fluorescein-equivalent concentration, M | actives 0.91% (n = 59,000) | AID 593; in the data active = max fluorescein-equivalent concentration above about 10 nM; inconclusive = between about 1.1 nM and that limit
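Read-out is intrinsic compound fluorescence at 480/540 nm (excitation/emission), expressed as dye-equivalent concentration using a fluorescein standard series run on every plate. Compounds sat 15 min at room temperature in 100 mM Tris, pH 8.0.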
Casp1 inh: allosteric or competitive inhibitors of human caspase-1. Potency, µM (doses to about 57.5 µM), without a hit: top-dose activity change, negative = inhibition, actives largely listed as inhibitors. AID 900. actives 0.03% (n = 75,000). Caspase-1 enzyme, Ac-WEHD-AFC fluorogenic rate. P29466;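 also: potency is read from the fitted curve at half-maximal effect; plate controls were vehicle for no effect and no substrate for full effect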
GFP derepression: epigenetic GFP locus derepression in mouse cells; Potency, µM (top dose mostly 46.1 µM), without a hit: at the top dose GFP derepression (activation); mouse C127i GFP locus derepression, cytometry, 30 h; actives 0.09% (n = 68,000); also: % of control where 0% means no effect
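Murine C127i mammary cells carrying a silenced, stably integrated CMV-driven GFP reporter were treated with compound for 30 hours at 37 C. After PBS washes, GFP-positive cells were counted by laser-scanning microplate cytometry.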
4-MU autofl: 4-MU region autofluorescence. max dye-equivalent concentration, M. actives 11% (n = 59,000). compound autofluorescence, 340/450 nm, 4-MU equivalents; active compounds read high; in the data active = max dye-equivalent concentration above about 10 nM; inconclusive = mostly about 1.1 nM to 9.6 nM
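Compounds in 100 mM Tris, pH 8.0, incubated 15 min at room temperature, then fluorescence read at 340 nm excitation/450 nm emission. Signal converted to 4-MU dye-equivalent concentration using an on-plate six-point 4-MU standard curve.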
HEK293 cAMP cs: raises cAMP in parental HEK293 cells, TSHR agonist counter-screen. parental HEK293 CNG cAMP sensor, membrane potential fluorescence. Potency, µM (top dose mostly 57.1 µM), for inactives: at the highest dose activation, hits mostly activators. AID 938. actives 2.5% (n = 73,000); also: potency is read from the fitted curve at half-maximal effect; % of control where 0% means no effect; nearly all actives have a fitted effect of over 55% in size
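Parental HEK 293 cells stably expressing a cAMP-gated CNG channel were loaded with membrane potential dye containing 100 uM RO 20-1724 for 60 min. Compound added for 30 min; depolarization read as fluorescence intensity at 590 nm.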
Starred values were filed as active, the others as inactive; i = inactive; ? = inconclusive; . = not tested or not shown; & = joins results of further samples; [ ] = remark or other dose. Unless noted, calls follow the shape of the dose curve; as a rule, active = well fitted curve in the direction sought with a large enough effect; inconclusive = small, poorly fitted or top-dose-only effect, or another doubt; inactive = no such curve, though single readings can be large; an effect the other way counts as inactive or inconclusive. Not all compounds are listed; rates above refer to the full screens.

SMILES	A350 autofl	BRCT PPI green	BRCT inh red	UbGFP stabilizer	USP2a inhib	Caspase-7 inhib	Fluorescein autfl	Casp1 inh	GFP derepression	4-MU autofl	HEK293 cAMP cs
CC1CN(C(=O)c2ccc3c(c2)OCO3)OC(c2ccccc2)O1 (stereo not drawn)	i	-1.4%	-3.1%	7%	0%	6%	i	0%	8%	i	9%
Cc1c(C(=O)NCc2cccnc2)oc2ccc(S(=O)(=O)N3CCCCC3)cc12	i	-0.2%	0.1%	3%	37%[activator]	0%	?	-2%	4%	i	10%
CCC1(C)Cc2c(sc3c2c(=O)n(C)c2nnc(SCC(=O)c4ccccc4)n32)CO1 (stereo not drawn)	?	-0.8%	0.7%	7%	-3%	-2%	?	-1%	5%	i	13%
CS(=O)(=O)N1CCC(C(=O)Nc2ccc(F)cc2F)CC1	i	-1.9%	-0.5%	4%	1%	-1%	i	-2%	-1%	i	10%
O=C(CSc1nnc(-c2ccccc2Br)o1)N1CCN(C(=O)c2ccco2)CC1	i	0.3%	-0.6%	2%	12%	2%	i	-3%	-4%	i	-7%
COc1ccc(NC(=O)C2CCCN2S(=O)(=O)c2ccc3c(c2)CCC(=O)N3)cc1 (stereo not drawn)	.	0.1%	-3.2%	-6%	.	0%	.	-5%	-2%	.	4%
COc1ccc2oc(-c3ccc(O)cc3)cc(=O)c2c1	?	5.8%	-0.8%	2%	.	-13%	i	-6%	0%[9.22 µM]	i	?
Cc1cc(C)cc(/C=C/C2OCC(O)C2Oc2ccc(C3CCCC3)cc2)c1 (stereo not drawn)	.	0.4%&-1.1%[15.4 µM]	0.3%&-0.2%[15.4 µM]	.	.	-1%&-8%[11.5 µM]	.	-1%&-3%[11.5 µM]	.	.	5%&10%[11.4 µM]
c1ccc(OCCSc2nnc3sc4ccccc4n23)cc1	i	1.6%	-0.3%	-3%	0%	-1%	?	1%	2%	i	?
Cc1cnc(CNc2ccnc(-c3cccnc3)n2)cn1	i	-3.9%	0.3%	-3%	-1%	-2%	i	0%	3%[9.22 µM]	i	29%
CCc1nc(SCc2cc(Cl)ccc2OC)n[nH]1	?	6.1%	-0.1%	-3%	4%	1%	i	-1%	4%	i	-4%
CCOc1ccc(N2CC(C(=O)NCCC3=CCCCC3)CC2=O)cc1 (stereo not drawn)	.	-2.0%	-7.8%	.	.	1%	.	-1%	.	.	1%
Nc1sc2c(c1C(=O)NC1CCS(=O)(=O)C1)CCCC2 (stereo not drawn)	.	1.7%	-0.9%	20%	.	4%	.	4%	.	.	-21%
CCOC(=O)Cn1c(=O)n(Cc2ccco2)c(=O)c2ccc(C(=O)NCCc3ccccc3)cc21	i	-1.5%	-0.1%	26%	44%[activator]	-1%	i	-2%	8%	i	17%
O=S(=O)(c1cccs1)n1cccn1	i	0.1%	-4.6%	0%	.	0%	i	-2%	1%	i	2%
CSCCC(NC(=O)c1ccc(=O)n(C)n1)c1nc2ccccc2[nH]1 (stereo not drawn)	i	-0.4%	0.3%	1%	1%	1%	i	3%	-3%	i	?
COc1cc2c(cc1OC)CN(C(=O)Cc1ccc(OC)c(S(=O)(=O)N3CCOCC3)c1)CC2	?	-1.4%	0.1%	1%	-3%	-4%	i	-6%	0%	?	3%
NC(=O)COC(=O)C(Cc1ccccc1)NS(=O)(=O)c1ccccc1F (stereo not drawn)	i	-3.3%	1.4%	-1%	7%	-1%	i	-2%	0%	i	5%
C=CCOc1ccc(C2N3CC4(C)CN2CC(CCC)(C3)C4=O)cc1 (stereo not drawn)	i	2.9%	-2.4%	-5%	6%	0%	i	1%	2%	i	?
CS(=O)(=O)N1CCN(C(=O)c2c(F)cccc2F)CC1	i	-1.9%	-0.4%	2%	-5%	0%	i	-1%	0%	i	2%

The final 5 records of the part before lead into the next:
SMILES	A350 autofl	BRCT PPI green	BRCT inh red	UbGFP stabilizer	USP2a inhib	Caspase-7 inhib	Fluorescein autfl	Casp1 inh	GFP derepression	4-MU autofl	HEK293 cAMP cs
CSCCC(NC(=O)c1ccc(=O)n(C)n1)c1nc2ccccc2[nH]1 (stereo not drawn)	i	-0.4%	0.3%	1%	1%	1%	i	3%	-3%	i	?
COc1cc2c(cc1OC)CN(C(=O)Cc1ccc(OC)c(S(=O)(=O)N3CCOCC3)c1)CC2	?	-1.4%	0.1%	1%	-3%	-4%	i	-6%	0%	?	3%
NC(=O)COC(=O)C(Cc1ccccc1)NS(=O)(=O)c1ccccc1F (stereo not drawn)	i	-3.3%	1.4%	-1%	7%	-1%	i	-2%	0%	i	5%
C=CCOc1ccc(C2N3CC4(C)CN2CC(CCC)(C3)C4=O)cc1 (stereo not drawn)	i	2.9%	-2.4%	-5%	6%	0%	i	1%	2%	i	?
CS(=O)(=O)N1CCN(C(=O)c2c(F)cccc2F)CC1	i	-1.9%	-0.4%	2%	-5%	0%	i	-1%	0%	i	2%
COCc1[nH]nc2c1C(c1ccccc1OC)C(C#N)=C(N)O2 (stereo not drawn)	i	-3.1%	0.8%	1%	-1%	0%	i	0%	2%[20.6 µM]	i	6%
COc1ccc(OC)c(NC(=O)C2CCCC2)c1	i	-2.9%	1.1%	5%	-5%	-1%	?	1%	-2%	i	2%
COc1ccc(CN(Cc2cc3ccc(C)cc3[nH]c2=O)Cc2nnnn2C2CCCC2)cc1	i	1.6%	0.4%	-4%	34%[activator]	-8%	i	-5%	-1%	i	?
COCC1C2CC[C@H]3C(OCc4ccc(F)cc4C(F)(F)F)OC[C@]4(C)[C@H]3C2=C(CN4C(=O)OC(C)(C)C)[C@H](C)C1COC (stereo partly drawn)	.	0.5%	-1.6%	.	.	-12%	.	-6%	.	.	?
Fc1ccc(-c2nnc3sc(-c4ccc5c(c4)OCO5)nn23)cc1	3.6e-08M*	-2.8%	0.6%	5%	41%[activator]	-3%	?	-2%	0%	2.6e-08M*	23%
CCCCn1c(SCC(=O)N2CCC(C)CC2)nc2cc(S(N)(=O)=O)ccc21	i	0.2%	-0.9%	0%	26%	0%	i	3%	-1%	i	24%
COc1ccc(S(=O)(=O)N2CCC(C(=O)NCc3ccccn3)CC2)cc1C	i	3.0%	-0.1%	3%	41%[activator]	2%	?	0%	0%	i	5%
CCOC(=O)c1cnc2c(C#N)c(C)nn2c1-c1ccccc1	.	0.6%	0.1%	-15%	.	-11%	.	-8%	.	.	0%
O=C(Nc1ccc(Cl)cc1)C1CCCN(S(=O)(=O)c2cnc[nH]2)C1 (stereo not drawn)	.	-1.7%	0.5%	-4%	.	-2%	.	-2%	-5%	.	2%
Cn1c(=O)[nH]c(=O)c2c1nc(CN1CCOCC1)n2Cc1ccccc1	i	-1.2%	-4.4%	4%	10%	-3%	i	0%	3%	i	7%
COc1c(F)c(F)c(C(=O)Nc2cccc(Cl)c2N2CCOCC2)c(F)c1F	i	1.9%	0.0%	-3%	-5%	0%	i	-1%	-5%	i	?
CC1(C)[C@@H]2CC[C@]1(C)[C@@H](OC(=O)/C=C\c1ccccc1)C2	i	0.5%[15.4 µM]	0.2%[15.4 µM]	-2%[9.17 µM]	.	0%[11.5 µM]	?	0%[11.5 µM]	18%[9.22 µM]	i	4%[11.4 µM]
COC(=O)C1=C(C(=O)c2ccccc2)C(c2ccc(OC)c(OC)c2)Nc2nnnn21 (stereo not drawn)	i	-0.6%	-0.4%	-7%	-9%	-2%	i	-4%	4%	i	2%
CN1C(=O)c2ccc(N3CCCC3)cc2C1=O	?	-1.5%	-0.1%	1%	-7%	-15%	?	-13%	2%	?	11%
CC(C)c1ccc(S(=O)(=O)N2CCN(C(=O)c3cccc(F)c3)CC2)cc1	i	0.5%	0.0%	11%	11%	-4%	i	0%	6%	i	20µM*
C=CCN1C(=O)C2C(C(=O)NC)C3C=CC2(O3)C1C(=O)NCc1ccc(OC)cc1 (stereo not drawn)	i	-2.6%	0.9%	-1%	-10%	0%	?	2%	-1%	i	0%
CCN(CC)c1c(-c2ccccc2)c2cc(C)ccc2[nH]c1=O	.	-0.4%	-0.2%	-2%	.	-10%	.	-10%	.	.	-1%
CC(=O)N1CC2(C)CN(C(C)=O)CC(C)(C1)C2O (stereo not drawn)	i	1.6%	0.0%	-6%	-2%	-1%	i	1%	0%	i	0%
CCN(CC)S(=O)(=O)c1ccc(Cl)c(C(=O)Nc2nnc(C)s2)c1	.	-0.5%	1.3%	-15%	5%	-1%	.	-1%	-2%	.	7%
CC1(C)Cc2c(sc3nc(NCCN4CCOCC4)n4ncnc4c23)CO1	?	-2.5%	0.7%	.	10%	-1%	?	-1%	-2%	?	-10%
